ATG4B inhibitor = blocks human ATG4B protease cleavage of LC3 substrate; Q9Y4P1; ATG4B cleavage of LC3-PLA2, NBD-HPC fluorescence, 1 h; inhibition, % at 8.33 µM; 0.51% of 340,000 active; in the data active = inhibition above about 40%
Target sequence (Q9Y4P1 whole entry, looked up): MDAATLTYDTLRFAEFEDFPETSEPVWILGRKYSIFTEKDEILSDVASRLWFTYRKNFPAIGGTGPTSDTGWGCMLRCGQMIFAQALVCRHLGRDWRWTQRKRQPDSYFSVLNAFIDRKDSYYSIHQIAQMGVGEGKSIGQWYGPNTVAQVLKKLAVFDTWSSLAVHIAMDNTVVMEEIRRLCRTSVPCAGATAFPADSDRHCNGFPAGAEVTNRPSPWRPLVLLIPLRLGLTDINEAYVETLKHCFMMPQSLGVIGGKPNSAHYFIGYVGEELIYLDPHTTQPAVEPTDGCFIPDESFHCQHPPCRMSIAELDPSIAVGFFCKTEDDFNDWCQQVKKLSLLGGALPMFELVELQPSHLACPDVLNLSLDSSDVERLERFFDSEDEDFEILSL
SENP8 inh = SENP8 (human) protease inhibition; inhibition, % at 20 µM; 0.64% of 360,000 active; recombinant SENP8, Nedd8 substrate fluorescence; AID 602440; in the data active = inhibition mostly above about 40%, no sharp cut-off; inactive = mostly below about 27%
MPTP inh = blocks calcium-induced mitochondrial swelling; isolated mouse mitochondria, Ca2+ swelling absorbance, 30 min; inhibition, % at 10 µM; 1.4% of 360,000 active;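 active = inhibition of 50% or more, scaled per plate between neutral and stimulator controls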;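 note: 0% = DMSO wells given calcium and 100% = 1 mM EGTA wells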
SENP6 block = inhibitors of human SENP6 protease. Recombinant SENP6 catalytic domain, aminoluciferin luminescence. inhibition, % at 10 µM. 1.8% of 330,000 active. AID 2599;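 active = inhibition above about 50% at the single tested dose, limit read from the data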;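 note: plate controls were DMSO wells with enzyme for no effect and DMSO wells lacking enzyme for full effect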
hIAP activ = increases human intestinal alkaline phosphatase activity | P09923 | purified human IAP, CDP-Star luminescence, 30 min; stronger effect = higher value; 1 = vehicle-only enzyme, 0 = enzyme-free background | activation factor at 10 µM | 0.16% of 330,000 active;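 active = activation factor of the enzyme at least 2-fold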; note: the source names both 10 and 20 µM as test concentration; values of inactives mirror those of a sister screen read the other way
Target sequence (P09923 whole entry, looked up): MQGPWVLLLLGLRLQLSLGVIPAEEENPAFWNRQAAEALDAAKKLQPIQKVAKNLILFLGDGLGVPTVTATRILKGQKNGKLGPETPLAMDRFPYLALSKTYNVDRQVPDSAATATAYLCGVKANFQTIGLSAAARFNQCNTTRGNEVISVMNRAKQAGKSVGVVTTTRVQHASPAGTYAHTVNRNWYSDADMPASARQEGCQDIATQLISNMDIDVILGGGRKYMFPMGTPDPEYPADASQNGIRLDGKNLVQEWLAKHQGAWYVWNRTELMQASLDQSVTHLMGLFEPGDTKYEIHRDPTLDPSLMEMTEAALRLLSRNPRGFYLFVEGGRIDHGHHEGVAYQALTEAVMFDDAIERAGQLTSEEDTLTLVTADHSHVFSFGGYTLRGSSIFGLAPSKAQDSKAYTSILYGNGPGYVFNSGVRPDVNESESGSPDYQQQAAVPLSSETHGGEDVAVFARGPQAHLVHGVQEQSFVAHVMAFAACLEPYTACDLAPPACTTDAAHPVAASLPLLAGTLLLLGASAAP
PfGluPho inh = PfG6PD (Plasmodium falciparum) enzyme inhibition. PfGluPho enzyme, NADPH resazurin-diaphorase fluorescence. inhibition, % at 20 µM. 0.78% of 350,000 active;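 active = inhibition reaching at least a set limit at 20 µM in the primary screen, cut at about 59% in these data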;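 note: 0% = DMSO wells with substrate and 100% = DMSO wells lacking glucose-6-phosphate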
SENP1 FRET inh = inhibitors of human SENP1 SUMO protease catalytic domain; recombinant SENP1 catalytic domain, CyPet-SUMO1-YPet FRET cleavage; inhibition, % at 10 µM; 0.21% of 360,000 active;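 active = inhibition at least 30% at 10 µM, raw YFP signal under a set limit, fluorescence ratio 0.5 to 1.5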;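 note: 0% = enzyme with DMSO and 100% = no enzyme wells; some results filed as inactive read as strong as hits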
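System: Recombinant human SENP1 catalytic domain, His6-tagged | Incubation: Enzyme reaction for 50 min at room temperature, dark | Medium: Tris pH 8 with BME, BSA, NP40 and catalase | Also added: 25 nM SUMO1 FRET substrate | Compound: 10 µM single point, 0.5% DMSO | Measured by: FRET fluorescence in CFP and YFP emission channels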
NR3A LBD binder = modulates the human NR3A ligand-binding domain. NR3A LBD differential scanning fluorimetry, Tm shift; 0% = protein alone, 100% = glycine-bound protein. 2.5% of 340,000 active. Tm shift relative to glycine control, % at 25 µM;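 active = melting temperature shift of at least 10% of the positive control shift, at one fixed dose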
Starred values were filed as active, the others as inactive; nt = not tested or not shown. Compounds were not picked by outcome. About 6.7% of those tested had a hit in this group.

The first 11 records, ahead of the listing:
SMILES	ATG4B inhibitor	SENP8 inh	MPTP inh	SENP6 block	hIAP activ	PfGluPho inh	SENP1 FRET inh	NR3A LBD binder
CCCCCCn1c(SCC(=O)Nc2cc(C)on2)nc2ccccc2c1=O	8	9	-0.8	9	0.94	-8	2	-2
COC(=O)CCNC(=O)Cc1c(C)n(C(=O)c2ccc(Cl)cc2)c2ccc(OC)cc12	-12	12	1.7	4	0.96	-1	0	-2
CC(C)C(NC(=O)c1ccc(C(C)(C)C)cc1)C(=O)NCCc1ccccn1 (configuration not stated)	-15	0	0.1	-24	1.1	-4	1	0
C[C@H]1CN([C@@H](C)CO)C(=O)CCCn2nncc2CO[C@H]1CN(C)C(=O)Nc1ccc(N2CCCCC2)cc1	nt	-5	-0.8	nt	nt	10	1	nt
Cc1nc2c(ncn2-c2ccccc2)c(=O)n1NC(=O)CN1CCN(C)CC1	0	15	2.7	-2	0.92	11	0	-1
CN(c1ccccc1)S(=O)(=O)c1ccc(Cl)c(C(=O)Nc2ccccc2N2CCOCC2)c1	-6	11	-1.8	0	0.92	6	0	3
C=CCC(=O)N1CCC(n2nccc2NC(=O)c2ccc3c(c2)OCO3)CC1	nt	9	-1.5	nt	nt	-10	3	nt
CCCn1c(=N)c(S(=O)(=O)c2ccc(F)cc2)cc2c(=O)n3ccccc3nc21	-5	-228	-0.9	-3	0.99	-4	-25	2
CCCCN(Cc1ccccc1)c1ncnc2nc[nH]c12	7	11	1.1	-12	1.4	-16	4	-2
C/C(=N/OC(=O)C1CC1c1ccccc1)c1ccccc1 (configuration not stated)	10	7	-0.3	-36	1.2	-4	-1	0
COc1cc(C(=S)N2CCC(C)CC2)ccc1O	-2	22	0.7	-1	0.97	14	5	0

The list itself, previewed entries included:
SMILES	ATG4B inhibitor	SENP8 inh	MPTP inh	SENP6 block	hIAP activ	PfGluPho inh	SENP1 FRET inh	NR3A LBD binder
CCCCCCn1c(SCC(=O)Nc2cc(C)on2)nc2ccccc2c1=O	8	9	-0.8	9	0.94	-8	2	-2
COC(=O)CCNC(=O)Cc1c(C)n(C(=O)c2ccc(Cl)cc2)c2ccc(OC)cc12	-12	12	1.7	4	0.96	-1	0	-2
CC(C)C(NC(=O)c1ccc(C(C)(C)C)cc1)C(=O)NCCc1ccccn1 (configuration not stated)	-15	0	0.1	-24	1.1	-4	1	0
C[C@H]1CN([C@@H](C)CO)C(=O)CCCn2nncc2CO[C@H]1CN(C)C(=O)Nc1ccc(N2CCCCC2)cc1	nt	-5	-0.8	nt	nt	10	1	nt
Cc1nc2c(ncn2-c2ccccc2)c(=O)n1NC(=O)CN1CCN(C)CC1	0	15	2.7	-2	0.92	11	0	-1
CN(c1ccccc1)S(=O)(=O)c1ccc(Cl)c(C(=O)Nc2ccccc2N2CCOCC2)c1	-6	11	-1.8	0	0.92	6	0	3
C=CCC(=O)N1CCC(n2nccc2NC(=O)c2ccc3c(c2)OCO3)CC1	nt	9	-1.5	nt	nt	-10	3	nt
CCCn1c(=N)c(S(=O)(=O)c2ccc(F)cc2)cc2c(=O)n3ccccc3nc21	-5	-228	-0.9	-3	0.99	-4	-25	2
CCCCN(Cc1ccccc1)c1ncnc2nc[nH]c12	7	11	1.1	-12	1.4	-16	4	-2
C/C(=N/OC(=O)C1CC1c1ccccc1)c1ccccc1 (configuration not stated)	10	7	-0.3	-36	1.2	-4	-1	0
COc1cc(C(=S)N2CCC(C)CC2)ccc1O	-2	22	0.7	-1	0.97	14	5	0
CCOC(=O)C1CCN(C(=O)COc2ccc(Cl)cc2)CC1	-13	29	1.3	-20	1.1	8	-3	1
Cc1ccc(C)c(/C(O)=C2\C(=O)C(=O)N(CCCn3ccnc3)C2c2ccncc2)c1 (configuration not stated)	4	14	1.3	-10	0.96	11	8	1
CC1(C)NC(=O)N(CC(O)Cn2nnc3ccccc32)C1=O (configuration not stated)	-3	16	-0.7	-10	0.94	-4	0	0
Cc1ccc([N+](=O)[O-])cc1NC(=O)CN1CCCCC1	-3	6	-1.4	-11	1.1	-8	2	0
O=C(N[C@@H](Cc1ccccc1)C(=O)O)c1cccnc1	8	1	-0.3	-4	1.1	-59	0	1
CC1=NOC(=O)/C1=C/c1ccc2c(c1)OCO2	4	15	-1.4	-5	1	9	1	1
Cc1ccccc1-c1nc(CS(=O)(=O)CC(=O)NCCCN2CCOCC2)c(C)o1	2	10	-1.2	17	0.94	17	1	-3
COc1ccc(-c2oc3ccccc3c2C(=O)OCc2ccc([N+](=O)[O-])cc2)cc1	12	-77	-0.1	-10	0.88	-9	2	1
CN(CC(=O)N1CC=C(c2ccccc2)CC1)S(=O)(=O)c1cnc[nH]1	-6	14	-7.4	2	1.1	-12	2	-2
O=C(CCC1CCCN(C(=O)Cc2ccc(F)cc2)C1)N1CCN(c2ccccn2)CC1 (configuration not stated)	7	-13	3.6	-39	1	-7	2	-1
O=C(Nc1nnc(-c2ccco2)o1)c1cccc2ccccc12	-3	12	-0.4	19	1	-9	0	2
Cc1cc(C)c2oc(C(=O)NCc3ccccc3)cc(=O)c2c1	-9	-3	-0.2	-6	1	2	2	5
CC(C)(C)c1ccc(N2C(=O)Cc3c2nc(N)c(C#N)c3N)cc1	-12	2	-0.3	2	0.86	28	-5	1
CCN(C(=O)CSc1nc2ccccc2o1)c1c(N)n(Cc2ccccc2)c(=O)[nH]c1=O	-3	3	-0.1	-1	1.4	-3	-1	-1
SMILES	ATG4B inhibitor	SENP8 inh	MPTP inh	SENP6 block	hIAP activ	PfGluPho inh	SENP1 FRET inh	NR3A LBD binder
COc1ccc(OCCCC(=O)OC(C)C(=O)Nc2ccc(C)cc2)cc1 (configuration not stated)	-2	12	0.6	-4	1	1	1	3
O=C1N=C(N2CCCCC2)S/C1=C\c1ccc(Cl)cc1	-1	-3	0.1	-11	1.1	-5	2	1
CN(Cc1ccccc1)C(=O)CN1CCN(C(c2ccccc2)c2ccccc2)CC1	1	-9	-0.9	-8	1.2	-9	2	1
CC1(C)CC(=NNC(=O)c2n[nH]c3c2CCC3)CC(C)(C)N1	0	4	-0.3	-1	1.2	-21	-1	1
COc1ccc(S(=O)(=O)N2CCCC2)cc1C(=O)N1CCCCC1	5	6	-0.2	7	0.96	-8	2	1
Cc1ccc(C(=O)Nc2ncc(C)s2)o1	-4	-1	1.0	60*	1	-5	2	2
CCO[C@H]1OC(C(=O)O)=C[C@@H](c2cn(C(C)=O)c3ccccc23)[C@@H]1CCCO	-3	4	-1.9	-7	0.91	2	1	13*
CCCCCn1c(CN2CCN(c3cccc(Cl)c3)CC2)nc2c1c(=O)[nH]c(=O)n2C	0	7	2.0	0	1	2	2	-3
CN1CCN(S(=O)(=O)c2ccc(Br)c3nsnc23)CC1	-3	9	1.0	-10	1.1	-6	11	1
CCOC(=O)c1c(-c2ccc(F)cc2)cn2ccccc12	13	-448	2.6	-15	1.8	-6	0	-3
CC(=O)Nc1ccc(NC(=O)c2ccccc2N(Cc2ccccc2)S(C)(=O)=O)cc1	-3	5	-0.1	3	1.1	-10	1	-1
[O-][n+]1ccccc1/C=C/c1ccccc1	-7	-252	1.9	-21	1.1	-3	-1	0
O=C(Cc1cccc(NC(=O)C2CCN(C(=O)C3CCCC3)CC2)c1)Nc1cccc(C(=O)N2CCCC2)c1	-1	8	1.1	-1	1.1	-14	-1	0
O=C(CN(Cc1ccccc1)S(=O)(=O)c1ccccc1)N/N=C/c1ccccc1[N+](=O)[O-]	-20	0	3.1	-7	1.1	22	1	-7
COc1ccc(NS(=O)(=O)c2cccc(C(=O)OCC(=O)c3c(N)n(C)c(=O)n(C)c3=O)c2)cc1	-19	4	-0.6	-13	1.1	8	0	-5
O=C(NCC1COc2ccccc2O1)c1cccc(S(=O)(=O)N2CCN(c3ccccc3)CC2)c1 (configuration not stated)	-7	4	-0.4	-3	0.78	11	-1	7
CCCc1ccc(OCC(=O)NNC(=O)c2cccnc2)cc1	4	12	0.1	-2	1.3	9	1	-5
CC1(C)CC(=O)c2c(nn(-c3ccccc3)c2-c2ccncc2)C1	-8	15	-0.9	-4	1.7	-13	-1	0
O=C(O)c1ccccc1C(=O)c1ccc(F)c(F)c1	0	16	1.3	nt	nt	-20	0	0
C/C(=N/NC(=O)C1CCCC1)c1ccc(NC(=O)C(F)(F)F)cc1	nt	-2	2.0	-2	1.2	nt	0	nt
O=C(NN=Cc1ccccc1O)C(O)c1ccccc1 (configuration not stated)	-5	-140	-0.6	nt	nt	-32	-31	-1
COc1ccc(C(=O)OCC(=O)N2CCN(C(=O)c3ccco3)CC2)c(OC)c1OC	nt	16	0.0	nt	nt	-1	3	nt
Cc1cc(=O)oc2cc(OCC(=O)OCC(=O)NC(C)C)ccc12	6	-268	1.5	-5	1.2	-12	3	-3
COC(=O)c1[nH]c2cccc(OC)c2c1NC(=O)CN1CC(C)OC(C)C1 (configuration not stated)	-7	-299	0.4	1	0.93	-9	1	0
O=C(O)c1ccc(OC2CSC2)cc1	-5	22	1.5	52*	1.2	-19	-1	0
SMILES	ATG4B inhibitor	SENP8 inh	MPTP inh	SENP6 block	hIAP activ	PfGluPho inh	SENP1 FRET inh	NR3A LBD binder
COc1ccc(CNC(=S)Nc2ccccc2-c2ccccc2)cc1	nt	11	4.1	-1	1	nt	0	nt
O=C1c2[nH]nc(-c3ccccc3O)c2C(c2ccccc2F)N1Cc1ccco1 (configuration not stated)	-4	26	18	-10	0.93	-9	-1	-21
O=[N+]([O-])c1ccc(S(=O)(=O)N(CC(O)CN2CCCCC2)c2ccccc2)cc1 (configuration not stated)	2	21	0.7	2	1.1	13	0	-1
COc1ccc(CNC(=O)CSc2nnc3c(Cl)cc(C(F)(F)F)cn23)cc1OC	4	8	6.1	18	0.89	-2	-2	0
CN(CCc1ccccc1)C(=O)c1cccc(NC(=O)Cc2cccc(NC(=O)C3CCCN(C(=O)c4ccccc4)C3)c2)c1 (configuration not stated)	-8	-6	-0.1	nt	nt	-2	-2	2
COc1ccc(CCn2c(NN=C3CCCCC3)nc3c2c(=O)[nH]c(=O)n3C)cc1	1	-138	0.6	-3	1	106*	6	-3
CC(C)C(=O)Nc1nnc(CCc2nnc(NC(=O)C(C)C)s2)s1	1	20	-0.7	-2	0.88	-4	2	0
Cc1ccc(-c2ccc(/C=N/NC(=O)Cc3nnc(N)s3)o2)cc1Cl	68*	-272	6.1	-4	1.2	-1	-25	-6
COC(=O)CSCc1nc2ccccc2[nH]c1=O	-4	-104	-0.4	8	1	18	-44	2
Cn1c(=O)c2c(nc(Br)n2CCSc2nc3ccccc3o2)n(C)c1=O	-9	6	4.0	-5	0.86	7	2	-2
COc1ccc(S(=O)(=O)N2CCCC2)cc1NC(=O)c1ccccc1	-3	-1	-0.1	-19	0.79	-7	1	1
C=CCSc1nc(N)c(C(=O)Nc2ccccc2C)cc1C(N)=O	-7	-69	-1.3	-4	1.1	12	-7	1
COc1cc(CN2C(=O)C(NC(=O)c3ccco3)(C(F)(F)F)C3=C2CC(C)(C)CC3=O)cc(OC)c1 (configuration not stated)	-10	15	1.1	5	1.2	2	-1	-2
COc1ccc2[nH]c(C)c(CCNC(=S)Nc3ccc(F)cc3)c2c1	0	-20	3.8	-14	1.1	-4	-2	12*
COc1ccc2c(c1)-c1c(ssc1=S)C(C)(C)N2	-6	30	2.0	11	0.82	21	1	-8
O=C(COC(=O)c1ccc(S(=O)(=O)N2CCCCC2)cc1)NC1CCCCC1	nt	8	-0.8	nt	nt	16	3	nt

Compound activity: PubChem BioAssay, Sanford-Burnham Center for Chemical Genomics
